Screening results from PubChem.
OX1R antag-1: antagonists of human orexin 1 receptor (OX1R) | OX1R-expressing cells, FRET antagonist read-out | inhibition, % at 6.6 µM | 330,000 compounds, 1.8% hits | AID 485270; in the data active = inhibition mostly above about 38%, no sharp cut-off; inactive = mostly below about 40%;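 also: 0% = agonist challenge alone and 100% = reference antagonist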
Target sequence (O43613 whole entry, looked up): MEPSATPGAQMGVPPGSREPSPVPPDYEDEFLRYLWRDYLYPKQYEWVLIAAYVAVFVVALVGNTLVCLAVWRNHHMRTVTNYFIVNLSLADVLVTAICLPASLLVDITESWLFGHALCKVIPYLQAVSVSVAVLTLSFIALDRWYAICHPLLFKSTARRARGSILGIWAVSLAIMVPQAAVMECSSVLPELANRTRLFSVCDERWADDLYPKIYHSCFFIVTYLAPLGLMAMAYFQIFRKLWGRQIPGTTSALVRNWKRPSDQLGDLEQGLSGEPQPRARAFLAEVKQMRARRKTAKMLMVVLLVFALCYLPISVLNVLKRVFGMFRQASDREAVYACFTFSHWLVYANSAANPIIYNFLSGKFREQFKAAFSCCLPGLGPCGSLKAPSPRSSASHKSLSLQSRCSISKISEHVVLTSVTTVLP
OX1R antag-2: antagonists of human orexin 1 receptor; CHO/OX1R cells, Fluo-8 calcium fluorescence, orexin A; 330,000 compounds, 0.43% hits; inhibition, % at 5 µM; AID 434989; O43613;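 active = inhibition above its plate's threshold, mean inhibition of all tested compounds on the plate plus 3 SD, cut at about 37% in these data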;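 also: 0% = orexin A challenge wells and 100% = SB-334867-A antagonist wells; not every result past the cut was called active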
Numbers without * were called inactive.

SMILES	OX1R antag-1	OX1R antag-2
COc1cccc(C2=NOC(C(=O)N3CCN(C(=O)c4ccco4)CC3)C2)c1 (centres undefined)	10	1
O=C(CN(C(=O)c1csnn1)c1ccccc1C(F)(F)F)NCc1ccccc1	8	-17
COc1ccc(CC(=O)OCC(=O)N2CCN(S(=O)(=O)c3ccc(C)cc3C)CC2)cc1	4	-20
CC(C)(CC(=O)O)CC(=O)NNc1ncccc1C#N	9	-14
COc1cc(O)c(C(C)=O)c(CC(=O)O)c1	8	5
O=[N+]([O-])c1cccc(C(=Nc2ccc(Cl)cc2)NO)c1	19	10
Cc1ccc(OCC(=O)N2CCN(C(=O)c3cccnc3)CC2)cc1	19	-4
CCOC(=O)COc1nc(-c2ccc(Cl)cc2)cc(-c2ccco2)c1C#N	2	-22
COc1ccc(CCN(C)C(=O)CSc2nnnn2C)cc1OC	19	-12
CSc1ccc(/C=N/Nc2ccc(Cl)c(C(=O)O)c2)cc1	20	3
O=C(NCC(=O)N1CCOCC1)c1ccccc1	17	-2
O=C1CN(C(=O)C2CCC(=O)N(CCc3ccc(Cl)cc3)C2)CCN1 (centres undefined)	3	8
CCOC(=O)CSc1nnc(CNC(=O)c2ccco2)n1-c1ccc(F)cc1	6	-16
COC(=O)c1sc(NC(=S)NC(=O)c2cc(OC)c(OC)c(OC)c2)nc1C	11	-34
Cc1ccc(S(=O)(=O)N2CCN(C(=O)c3ccco3)CC2)c(C)c1	3	-14
COc1ccc(N2C(=O)c3cccc4cccc(c34)C2=O)cc1	13	-11
CCc1ccc(NS(=O)(=O)c2ccc3c(c2)oc(=O)n3C)cc1	4	-16
O=C(NCCC1=CCCCC1)C1CCC(=O)N(Cc2cccc(C(F)(F)F)c2)C1 (centres undefined)	6	-11
COC(=O)c1ccc(CNS(=O)(=O)c2ccc3ccccc3c2)cc1	9	-4
NNc1ccc(Cl)nn1	-1	-11
Cc1ccc(S(=O)(=O)Nc2c(C)ccc3nsnc23)cc1	17	-12
CCC1(C)CC2(CCCN(CCC(O)(c3ccccc3)c3ccccc3)C2)CCO1 (centres undefined)	10	-33
Cc1cc(Cl)nc(Cl)c1C(=O)N1CCOCC1	17	7
COc1ccc(C(=O)Nc2nc3cc4c(cc3s2)OCCO4)c(OC)c1	15	-2
Nc1ccc[n+](Cc2ccccn2)c1	22	-8
O=C(NCCCCCNC(=O)c1cccnc1)c1cccnc1	7	-5
COc1cc(-c2nnc3sc(-c4ccco4)nn23)cc(OC)c1OC	9	-22
O=[N+]([O-])c1cc(S(=O)(=O)N2CCCC2)ccc1OCCOc1ccccc1	0	8
CCOC(=O)c1c(NC(=O)C(Sc2ccccc2)c2ccccc2)sc(C(N)=O)c1C (centres undefined)	11	-26
CC1CCCC(C)N1CCCNC(=O)Cn1ncc2c([nH]c3ccccc32)c1=O (centres undefined)	3	-7
COC(=O)c1c(NC(=O)CN2C(=O)c3ccccc3C2=O)sc(Cc2ccc3c(c2)OCO3)c1C	9	-17
O=C(O)c1cccc(NC(=O)c2ccccc2NC(=O)c2ccccc2F)c1	-4	-9
O=C(Nc1cc(C(F)(F)F)ccc1N1CCOCC1)c1c(F)c(F)c(F)c(F)c1F	10	-8
Cc1[nH]c2ccccc2c1-c1nc(N)sc1C	5	-4
COc1ccc(C(=O)Nc2ccccc2C(=O)N2CCCCC2C)cc1 (centres undefined)	26	-27
O=C(Nc1nc2ccccc2s1)C1CC(=O)N(c2ccc(F)cc2)C1 (centres undefined)	14	-21

No new results follow: entries from further up.
SMILES	OX1R antag-1	OX1R antag-2
COc1cccc(C2=NOC(C(=O)N3CCN(C(=O)c4ccco4)CC3)C2)c1 (centres undefined)	10	1
O=C(CN(C(=O)c1csnn1)c1ccccc1C(F)(F)F)NCc1ccccc1	8	-17
COc1ccc(CC(=O)OCC(=O)N2CCN(S(=O)(=O)c3ccc(C)cc3C)CC2)cc1	4	-20
CC(C)(CC(=O)O)CC(=O)NNc1ncccc1C#N	9	-14
COc1cc(O)c(C(C)=O)c(CC(=O)O)c1	8	5
O=[N+]([O-])c1cccc(C(=Nc2ccc(Cl)cc2)NO)c1	19	10
Cc1ccc(OCC(=O)N2CCN(C(=O)c3cccnc3)CC2)cc1	19	-4
CCOC(=O)COc1nc(-c2ccc(Cl)cc2)cc(-c2ccco2)c1C#N	2	-22
COc1ccc(CCN(C)C(=O)CSc2nnnn2C)cc1OC	19	-12
CSc1ccc(/C=N/Nc2ccc(Cl)c(C(=O)O)c2)cc1	20	3
O=C(NCC(=O)N1CCOCC1)c1ccccc1	17	-2
O=C1CN(C(=O)C2CCC(=O)N(CCc3ccc(Cl)cc3)C2)CCN1 (centres undefined)	3	8
CCOC(=O)CSc1nnc(CNC(=O)c2ccco2)n1-c1ccc(F)cc1	6	-16
COC(=O)c1sc(NC(=S)NC(=O)c2cc(OC)c(OC)c(OC)c2)nc1C	11	-34
Cc1ccc(S(=O)(=O)N2CCN(C(=O)c3ccco3)CC2)c(C)c1	3	-14
COc1ccc(N2C(=O)c3cccc4cccc(c34)C2=O)cc1	13	-11
CCc1ccc(NS(=O)(=O)c2ccc3c(c2)oc(=O)n3C)cc1	4	-16
O=C(NCCC1=CCCCC1)C1CCC(=O)N(Cc2cccc(C(F)(F)F)c2)C1 (centres undefined)	6	-11
COC(=O)c1ccc(CNS(=O)(=O)c2ccc3ccccc3c2)cc1	9	-4
NNc1ccc(Cl)nn1	-1	-11
Cc1ccc(S(=O)(=O)Nc2c(C)ccc3nsnc23)cc1	17	-12
CCC1(C)CC2(CCCN(CCC(O)(c3ccccc3)c3ccccc3)C2)CCO1 (centres undefined)	10	-33

(more compounds)
SMILES	OX1R antag-1	OX1R antag-2
CCOC(=O)C1(Cc2ccccc2)CCN(Cc2cccc3c2OCO3)CC1	72*	8
COc1ccc(CNC(=O)COC(=O)CCCOc2ccc(Cl)cc2Cl)cc1OC	16	8
O=C(Nc1cccn2ncnc12)C(F)(F)F	7	-15
COc1cccc(C(=O)NCC2CCCN2S(=O)(=O)c2cccs2)c1 (centres undefined)	30	-11
COCCSc1ccccc1C(=O)Nc1ccc2c(c1)OCO2	12	-7
O=C(c1ccco1)N1CCN(C(=O)C2CC2)CC1	5	-12
COc1ccccc1NC(=O)C(=O)NCCC1CCCCN1S(=O)(=O)c1ccc(F)cc1 (centres undefined)	37	-19
O=C(N/N=C/c1cc([N+](=O)[O-])ccc1O)c1ccncc1	51	3
CCOC(=O)C1CCN(S(=O)(=O)c2ccc(C)c(C(=O)NC3CCCCC3)c2)CC1	30	-23
CCOc1ccc(NC(=O)c2sc(NC(C)=O)c(C(=O)OC)c2C)cc1	15	0
CC(=O)c1ccc(NC(=O)CSc2nc(N3CCOCC3)nc(N3CCOCC3)n2)cc1	28	-11
Cc1cc(=O)oc2cc(OCC3CC(c4ccccc4)=NO3)ccc12 (centres undefined)	22	-15
COc1ccc(CNC(=O)CCC(=O)N2CCN(S(=O)(=O)c3ccc(Cl)cc3)CC2)cc1	10	-14
Cn1cc(Br)c(C(=O)NC2C3CC4CC(C3)CC2C4)n1 (centres undefined)	6	-22
Cn1c(=O)c(=O)n(C)c2cc(N3CCCCC3)c(NS(=O)(=O)c3ccc(Br)cc3)cc21	20	-45
Cc1cc(C)nc(-n2nc(C)cc2NC(=O)CNCc2ccccc2)n1	10	-14
CCN1C(=O)[C@H]2[C@@H](c3ccc(-c4cccc(Cl)c4)cc3)N[C@@](Cc3ccccc3)(C(=O)OC)[C@H]2C1=O	20	-21
Cc1ccc(Cl)cc1NC(=O)c1ccccn1	14	-7
Cn1c(Cn2nnc3ccccc32)nnc1SCC(=O)Nc1ccc2c(c1)OCO2	14	-20
Oc1cc(NCc2ccc(Cl)cc2)cc2cccnc12	5	-18
CN(C)C1(CNCC(O)c2ccccc2)CCCCC1 (centres undefined)	6	8
COc1ccccc1OCC(=O)Nc1ccc(S(=O)(=O)N2CCCC2)cc1	11	-7
O=S(=O)(/C=C/c1ccccc1)NC1CCCCCC1	13	-19
CN1CCN(C2CC(=O)N(c3ccc4c(c3)OCCO4)C2=O)CC1 (centres undefined)	8	-12

Looked up by structure from above, 2 records:
SMILES	OX1R antag-1	OX1R antag-2
Cc1cc(Cl)nc(Cl)c1C(=O)N1CCOCC1	17	7
Cc1ccc(Cl)cc1NC(=O)c1ccccn1	14	-7

(further entries)
SMILES	OX1R antag-1	OX1R antag-2
CN(Cc1ccccc1)C(=O)c1[nH]cnc1C(=O)NCc1ccccc1	5	12
Cc1c(C(=O)N/N=C/c2ccccc2)sc(=S)n1C	92*	29
CN1C(=O)CSc2ccc(NC(=O)N3CCc4ccccc43)cc21	9	9
COCCN1C=C2C(=O)C(C)(OC(=O)C3CCCC3)C(=O)C(c3ccccc3)=C2C=C1CCCC(=O)OC (centres undefined)	13	-11
Cn1c(=O)c2c(ncn2CC(=O)N/N=C/c2cn[nH]c2-c2ccc(F)cc2)n(C)c1=O	23	-22
Cc1nc(SCC(=O)N2CCCc3ccccc32)c2oc3ccccc3c2n1	10	-28
O=C(CN1CCN(c2ccccn2)CC1)N1CCc2ccccc21	14	-21
CCC(c1nnc(SCC(=O)N(C)c2ccccc2)n1Cc1ccccc1)N(C)C (centres undefined)	0	-30
COc1ccc(-n2c(O)c(/C=N/n3cnnc3)c3ccccc3c2=O)cc1	25	-13
O=C(O)CC1C(=O)NCCN1CCCc1ccccc1 (centres undefined)	7	3
COc1cn(-c2ccccc2)nc1C(=O)Nc1ccc(C)cc1Cl	64	28
Cc1ccc(/C=C2/SC(=S)N(CCCC(=O)Nc3cc([N+](=O)[O-])ccc3O)C2=O)cc1	24	-3
O=C(CC1C(=O)NCCN1Cc1cccc(Oc2ccccc2)c1)NCCn1cccn1 (centres undefined)	5	-7
CCCCc1ccc(NC(=O)C2CCCO2)cc1 (centres undefined)	6	-12
COc1cccc(-c2nnn(CC(=O)Nc3cc(OC)c(NC(=O)c4ccco4)cc3OC)n2)c1	8	-34
COC(=O)N/N=C1\CCCc2c(C)cc(C)cc21	7	-11
CCc1ccccc1N(CC(=O)Nc1cccc(N(C)S(C)(=O)=O)c1)S(C)(=O)=O	12	-8
COc1ccc(C(=O)N(CCc2ccccc2)Cc2ccccc2)c(OC)n1	5	-50
C[C@@H](C(=O)Nc1ccc2ccccc2c1)[C@H]1C[C@]1(C)[C@H](NC(=O)c1cnccn1)c1ccccc1	69*	27
C/C(=N/n1cnnc1)c1cccnc1	8	7
CC(Oc1ccc(Cl)cc1Cl)C(=O)NC1=NN(c2ccccc2)C(=O)C1 (centres undefined)	17	-1
COc1cc(NC(=O)CN2C(=O)NC(C)(CCC(C)C)C2=O)cc(OC)c1 (centres undefined)	35	-17
Cc1ccc(Sc2c(C(=O)Nc3ccc(F)cc3F)c(C(F)(F)F)nn2C)cc1	6	-30
C/C(=N/Nc1ccc(F)cc1)c1ccc(Cl)s1	18	-18
Cc1cc(NC(=O)CS(=O)(=O)c2cn(Cc3cccc(F)c3)c3ccccc23)no1	20	-31
Cc1ccc(CS(=O)(=O)CCC(=O)NCCCN2CCCC2=O)cc1	18	-9
CCOC(=O)c1ccc(-n2c(CN3CCOCC3)nc3ccc([N+](=O)[O-])cc3c2=O)cc1	13	-23
Cc1ccc(-c2cc(C(=O)N3CCc4ccccc4C3)no2)cc1	8	-25
O=C(NC1CCCCC1)Sc1ccc(Cl)cc1	4	-9
O=C(OCC(=O)N1CCN(S(=O)(=O)c2ccc(Cl)cc2)CC1)c1cc(Br)ccc1O	12	-4
COc1cc(NC(=S)N2CCN(c3ccccn3)CC2)cc(OC)c1	8	-23
O=C(CCCN1C(=O)c2cccnc2C1=O)Nc1ccc(Br)cc1	35	-18
COC(=O)c1cccc(NC(=O)CCc2c(C)noc2C)c1	5	-17
C/C(=N\N=C(/N)SC1CC(=O)N(c2ccc(Cl)c(Cl)c2)C1=O)c1cccs1 (centres undefined)	17	11
CC(C(=O)N1CCCCCC1)c1ccc([N+](=O)[O-])cc1 (centres undefined)	11	-30
CC(C)NC(=O)c1c(O)c2cccc3c2n(c1=O)CCC3	10	-30
O=C(COC(=O)CCSc1ccccc1)Nc1ccccc1	1	2
Cc1ccc(N(CC(=O)NCc2ccccc2)C(=O)CCC(=O)Nc2ccccn2)cc1C	6	-16
COc1ccc(COc2ccccc2C(=O)Nc2ccccn2)cc1[N+](=O)[O-]	49	-14
